# Source: PubChem
# TDP2 absorb – blocks human TDP2 phosphodiesterase activity; O95551; recombinant TDP2, T5PNP hydrolysis, p-nitrophenol absorbance 415 nm; inhibition, % at 12.8 µM; actives 0.34% (n = 370,000);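 active = inhibition above the mean of all tested compounds plus 3 SD, set per campaign, cut at about 25% in these data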;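 also: 0% = DMSO with enzyme and 100% = buffer with substrate but no TDP2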
# Target sequence (O95551 whole entry, looked up): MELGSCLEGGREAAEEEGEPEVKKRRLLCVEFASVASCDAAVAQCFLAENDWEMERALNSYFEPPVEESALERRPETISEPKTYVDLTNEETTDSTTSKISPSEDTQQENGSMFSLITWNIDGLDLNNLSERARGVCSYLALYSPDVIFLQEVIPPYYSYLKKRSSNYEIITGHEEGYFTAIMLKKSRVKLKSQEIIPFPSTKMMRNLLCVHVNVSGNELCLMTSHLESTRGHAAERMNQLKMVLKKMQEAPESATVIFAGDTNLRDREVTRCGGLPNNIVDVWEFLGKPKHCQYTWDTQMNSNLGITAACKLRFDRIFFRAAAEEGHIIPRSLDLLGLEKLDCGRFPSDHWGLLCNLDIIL
#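 System – recombinant human TDP2 · Amount – 120 nM TDP2 per well · Buffer or medium – Mg2+-containing Tris-HCl buffer, pH 7.5 · Reagent – T5PNP substrate, 5 mM · Dosing – 12.8 µM single point, 1% DMSO · Incubation – 2 h at 37 °C · Measured by – epi absorbance · Read-out basis – percent inhibition · Benchmarks – high control without enzyme, low control DMSO plus TDP2 · Repeats – singlicate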
# ADAM10 inh – ADAM10 inhibition, QFRET primary screen | O14672 | recombinant ADAM10, EDANS/DABCYL FRET peptide cleavage, 3 h | inhibition, % at 7 µM | actives 0.62% (n = 370,000);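 active = inhibition above a per-campaign cutoff equal to the mean of compounds falling between control-based bounds plus 3 SD, cut at about 20% in these data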;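 also: 0% = DMSO wells while the 100% control is not disclosed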
# Target sequence (O14672 214-748 limits assumed): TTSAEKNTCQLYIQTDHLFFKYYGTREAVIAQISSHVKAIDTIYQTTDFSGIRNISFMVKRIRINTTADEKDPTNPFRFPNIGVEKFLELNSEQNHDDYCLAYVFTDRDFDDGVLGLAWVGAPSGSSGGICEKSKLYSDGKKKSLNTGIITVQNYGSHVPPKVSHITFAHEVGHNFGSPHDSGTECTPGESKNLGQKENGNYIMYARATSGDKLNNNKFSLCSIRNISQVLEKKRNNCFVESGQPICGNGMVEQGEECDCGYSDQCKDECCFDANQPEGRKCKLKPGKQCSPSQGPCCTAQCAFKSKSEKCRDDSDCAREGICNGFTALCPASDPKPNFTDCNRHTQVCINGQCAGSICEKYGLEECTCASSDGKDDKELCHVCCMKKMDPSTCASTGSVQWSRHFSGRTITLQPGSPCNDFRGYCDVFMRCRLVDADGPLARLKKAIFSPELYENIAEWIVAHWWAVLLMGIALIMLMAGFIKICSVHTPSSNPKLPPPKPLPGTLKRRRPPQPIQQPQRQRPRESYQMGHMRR
# Tn6 DDE FP – inhibitors of Tn6 peptide binding to human fibrin DD(E). P02675. Fibrin DD(E) TRITC-Tn6 fluorescence polarization displacement. inhibition, % at 8.3 µM. actives 0.21% (n = 370,000). AID 720509;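 active = inhibition above a per-campaign cutoff: mean of compounds within control limits plus 3 SD, cut at about 15% in these data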;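 also: 0% = median of all compound wells on the plate and 100% = blocking peptide control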
# SIAE primary – human SIAE inhibition, primary screen | SIAE FP-Rh probe binding, fluorescence polarization | actives 0.69% (n = 370,000) | AID 1053197 | inhibition, % at 9.66 µM | Q9HAT2;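 active = inhibition above a cutoff: mean of compounds within the control limits plus 3 SD of those, cut at about 17% in these data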;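 also: 0% = plate median of compound wells and 100% = probe without SIAE protein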
# ADAM17 inh – inhibitors of human ADAM17; P78536; recombinant ADAM17, EDANS/DABCYL FRET peptide cleavage; inhibition, % at 6.95 µM; actives 0.83% (n = 370,000); AID 720648;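 active = inhibition above the mean of compounds lying between control limits plus 3 SD, set per campaign, cut at about 8.5% in these data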;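 also: 0% = DMSO-only wells as the low control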
# PLCg1 inh – PLC-gamma1 (human) inhibition, primary screen; purified PLC-gamma1, fluorogenic substrate, fluorescence; inhibition, % at 12.2 µM; actives 0.84% (n = 370,000); AID 720700; in the data active = inhibition above about 9.5%
# ASAP1 inh – inhibitors of human ASAP1 ArfGAP activity; Q9ULH1; ASAP1-stimulated ARF1 GTP hydrolysis, GDP FP detection; inhibition, % at 16.5 µM; actives 0.19% (n = 360,000); in the data active = inhibition above about 25%;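 also: 0% = vehicle with enzyme and substrate and 100% = no enzyme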
# PLC-beta3 inh – blocks human PLC-beta3 enzyme activity. actives 0.18% (n = 370,000). inhibition, % at 12.2 µM. Purified PLC-beta3, fluorogenic substrate, fluorescence. Q01970; in the data active = inhibition above about 11%;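 also: 0% = median of compound wells on plate and 100% = full blocker control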
# ARFGAP1 inh – inhibitors of rat ARFGAP1; inhibition, % at 16.5 µM; AID 651572; actives 0.26% (n = 360,000); Arfgap1-stimulated ARF1 GTP hydrolysis, GDP FP detection;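 active = inhibition above a per-plate limit, mean inhibition of low control wells plus 3 SD, cut at about 25% in these data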;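 also: 0% = DMSO wells with enzyme and 100% = wells lacking Arfgap1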
# Target sequence (Q62848 1-136 limits assumed): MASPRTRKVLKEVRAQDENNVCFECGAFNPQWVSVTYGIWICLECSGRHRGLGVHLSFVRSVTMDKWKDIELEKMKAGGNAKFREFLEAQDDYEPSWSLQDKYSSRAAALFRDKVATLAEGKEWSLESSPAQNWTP
#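 System: truncated rat Arfgap1 GAP domain / Medium: HEPES-based buffer, pH 7.5 / Also added: N-terminally truncated human ARF1-GTP substrate / Incubation: enzyme reaction 120 min at 25 °C after 20 min preincubation / Measured by: FP of antibody-bound GDP Alexa 633 tracer, ex 620/em 688 nm / Replicates: singlicate, each compound tested once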
# Tn7 DDE FP – disrupts Tn7 cyclic peptide binding to fibrin D-Dimer-E complex; P02675; FP displacement of FITC-Tn7 peptide from fibrin DD(E); 0% = median of compound wells per plate; inhibition, % at 8.3 µM; actives 0.13% (n = 370,000); AID 720508;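 active = inhibition above the mean of compounds falling within the control limits plus 3 SD of them, cut at about 14% in these data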;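 also: 0% = plate median of compound wells and 100% = 10 µM Aha-Tn7 peptide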
#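 Also added: labelled Tn7 tracer, 0.1 µM; Assay system: human fibrin DD(E) protein; Amount: 2 µM fibrin DD(E); Schedule: 10 min compound pre-incubation, 3 h probe incubation at room temperature; Repeats: one replicate per compound; Read-out basis: percent inhibition; Measured by: fluorescence polarization of the labelled Tn7 tracer.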
# The depositor's hits bear a star; i = inactive.
SMILES,TDP2 absorb,ADAM10 inh,Tn6 DDE FP,SIAE primary,ADAM17 inh,PLCg1 inh,ASAP1 inh,PLC-beta3 inh,ARFGAP1 inh,Tn7 DDE FP
Cc1cccc(N=Nc2c(C)[nH]n(-c3ccccc3)c2=O)c1,-5,8,1,-7,-1,0,-13,2,-4,1
CCC(C)[C@H](NC(=O)N1CC(=O)Nc2ccccc21)C(=O)N[C@@H](Cc1c[nH]c2ccccc12)C(=O)O (stereo partly drawn),-5,-15,-4,10,-2,-8,-19,-11,-6,5
O=C1N/C(=C\c2ccc(N3CCOCC3)c(F)c2)C(=O)N1Cc1ccccc1,4,-17,9,7,-3,-29,17,-33,-19,-9
CCC(c1nnnn1CC1CCCO1)N(CCCO)Cc1cc2cccc(C)c2[nH]c1=O (stereo not drawn),8,-63,-6,10,-14,-116,8,-147,3,-3
NS(=O)(=O)c1ccc(NC(=O)CSc2ccccc2)cc1,-6,-3,1,2,-1,-2,-6,4,-1,5
O=C(COc1ccc([N+](=O)[O-])cc1)Nc1ccc(CN2CCOCC2)cc1,7,11,2,-1,-2,3,15,0,-5,7
CCCN1CCN(c2ncnc3c2nnn3Cc2ccccc2)CC1,12,2,-4,-1,-4,3,5,2,-13,-2
O=C(OCC#CCSc1nnc(-c2ccccc2)o1)c1cc2ccccc2o1,-16,7,7,-4,6,7,16,4,-7,-9
Cc1cc(NC(=O)c2cc([N+](=O)[O-])cc([N+](=O)[O-])c2C)no1,-1,-4,-5,10,-4,0,8,1,8,-2
O=C(c1cn(-c2ccccc2)nc1-c1ccncc1)n1nnc2ccccc21,6,-5,-6,-7,-4,-12,11,-13,-2,3
O=C(CCCn1c(=S)[nH]c2ccc(Br)cc2c1=O)NCc1ccccn1,5,-3,-2,-4,-2,-2,5,4,0,-2
COc1ccc(N=Cc2oc3ccc4ccccc4c3c2O)cc1,2,-12,-8,7,-5,-54,6,-63,13,-5
CCCc1nnc(SCC(=O)NC2CCCC2)n1CCOC,-2,9,-2,-3,6,7,5,1,1,-7
Cc1cccc(NC(=O)CCCN2C(=O)C3CC=CCC3C2=O)c1 (stereo not drawn),-2,-6,-7,10,6,-16,1,-6,4,0
COc1cccc(CNc2ccc(N3CCCCC3)cc2)c1OC,14,-18,4,10,-4,-74,-4,-94,18,5
COC(=O)C1CC(C(=O)OC)C2C(C(=O)OC)CC(C(=O)OC)C12 (stereo not drawn),-1,-9,6,-1,-5,-2,-11,3,-1,1
Cc1ccccc1C(=O)Nc1nnc(SC(C)C)s1,3,3,-2,0,1,-4,7,0,8,2
O=C(NN=Cc1ccc(OC(F)F)cc1)c1ccc(NS(=O)(=O)c2cccs2)cc1,-14,-15,-3,-15,0,-7,8,-18,2,5
Cc1cc(NC(=O)c2ccc3c(c2)C(=O)N(C2CCCCC2)C3=O)no1,7,1,5,4,0,2,-1,3,7,-5
COC(=O)CN1CCN(C(=O)c2ccco2)CC1,-12,-11,1,-6,1,1,4,-7,-15,-1
CN(C)S(=O)(=O)Oc1cccc(C(=O)Nc2ccc(Cl)cc2)c1,-2,9,-12,-16,2,1,1,2,9,-7
O=S(=O)(c1ccccc1)n1c(C(O)c2ccccn2)cc2ccccc21 (stereo not drawn),-3,-11,9,6,-3,4,4,-1,-12,2
COc1ccc(-n2c(=O)/c(=C\c3cccs3)s/c2=C(/C#N)C(=O)N2CCN(C)CC2)cc1,-16,-11,0,3,-1,-7,7,-56,6,-2
CC(=O)Nc1ccc(NC(=O)c2cc(=O)c3ccc(C)cc3o2)cc1,4,6,5,-8,-2,-1,3,-2,22,12
Cc1nc(=O)c(-c2ccccc2)c(C)n1-c1cccc(/C=C/C(=O)O)c1,8,0,4,-3,-5,1,4,-1,-4,-1
COc1cccc(C(=O)Nc2ccc(NC(=O)C3CC3)cn2)c1,-2,-3,0,-6,3,1,5,3,14,-10
O=C(c1ccccc1)c1cc(-c2ccccc2)on1,0,-1,-2,3,-5,-2,12,0,10,1
CCc1ccc(NC(=O)C2CCN(C(=O)[C@@H]3Cc4ccccc4CN3)CC2)cc1,1,2,0,3,-2,-1,-10,-7,-4,-4
CCCN(C(=O)CSCc1ccc(C)cc1)c1c(N)n(Cc2ccccc2)c(=O)[nH]c1=O,-2,-33,4,4,-5,-3,11,-2,-2,-2
CCCCn1c(-c2cccc(C)c2)nc2cc3[nH]c(=O)c(C(C)C)nc3cc21,0,-393,2,9,-90,-185,5,-288,-9,4
COc1ccccc1NC(=O)CSc1ccc2nnc(-c3cccnc3)n2n1,-3,0,-3,-4,-1,-2,-6,0,8,-2
Cc1cc(NC(=O)CC(CN(C)S(=O)(=O)c2ccccc2)c2ccccc2)no1 (stereo not drawn),3,-9,-8,-9,-2,0,-8,-7,1,3
O=C(C1=C[C@@H](C2CCCCC2)C[C@@H](OCCCCO)O1)N1CCOCC1,4,-5,-1,7,-7,-4,1,1,-4,0
CC(=O)C(Cc1ccccc1)NC(=O)CN1CCc2ccccc2C1 (stereo not drawn),12,-5,-2,6,-1,-1,2,-2,6,-1
Cc1ccc(NS(=O)(=O)c2cccc(C(=O)NCC(c3ccco3)N3CCCCC3)c2)cc1 (stereo not drawn),-15,1,0,-5,3,1,8,-5,-1,6
COc1ccc(C)cc1NC(=O)C(Sc1nnnn1C)c1ccccc1 (stereo not drawn),5,2,-1,-1,3,1,4,3,17,-1
COc1ccccc1CNC(=O)COC(=O)c1ccc(N2CCCC2=O)cc1,-7,-8,6,-2,2,0,8,-3,13,-1
CC(C)c1ccccc1NC(=O)COC(=O)c1c2c(nc3ccccc13)CCN(Cc1ccccc1)C2,-8,-25,-9,-16,-3,-36,11,-42,2,5
C/C(=N\NC(=O)c1c[nH]c2ccccc12)c1ccccn1,7,7,-8,-3,3,1,-13,-2,1,-6
COc1ccccc1CNS(=O)(=O)c1c(C)nc2sccn2c1=O,-6,-39,0,-4,-12,-28,1,-35,-5,-1
COC(=O)C1=C(C)NC2=C(C(=O)CC(C)(C)C2)C1c1cccc(C)n1 (stereo not drawn),-9,i,-3,-14,-127,-171,6,-232,-1,-3
O=C(Nc1ccc(C(=O)N2CCCC2)cc1)c1ccccc1,6,-14,-1,1,-4,1,1,-2,12,4
COc1cccc(CN2CCN(C(=O)c3ccco3)CC2)c1OC,-3,0,3,-3,-1,5,3,6,3,-9
CCOc1ccccc1NC(=S)N1CCC(NC(=O)C(C)(C)C)CC1,3,-10,2,5,-5,-2,2,-6,-4,0
COc1cccc(CN(c2ccc3c(c2)CCC3)S(=O)(=O)c2ccc(-n3cnnn3)c(OC)c2)c1,4,12,6,0,3,3,5,3,-11,3

# Structural class, those above containing fluorine
SMILES,TDP2 absorb,ADAM10 inh,Tn6 DDE FP,SIAE primary,ADAM17 inh,PLCg1 inh,ASAP1 inh,PLC-beta3 inh,ARFGAP1 inh,Tn7 DDE FP
O=C1N/C(=C\c2ccc(N3CCOCC3)c(F)c2)C(=O)N1Cc1ccccc1,4,-17,9,7,-3,-29,17,-33,-19,-9
O=C(NN=Cc1ccc(OC(F)F)cc1)c1ccc(NS(=O)(=O)c2cccs2)cc1,-14,-15,-3,-15,0,-7,8,-18,2,5

# In the list so far, these contain a nitro group on carbon:
SMILES,TDP2 absorb,ADAM10 inh,Tn6 DDE FP,SIAE primary,ADAM17 inh,PLCg1 inh,ASAP1 inh,PLC-beta3 inh,ARFGAP1 inh,Tn7 DDE FP
O=C(COc1ccc([N+](=O)[O-])cc1)Nc1ccc(CN2CCOCC2)cc1,7,11,2,-1,-2,3,15,0,-5,7
Cc1cc(NC(=O)c2cc([N+](=O)[O-])cc([N+](=O)[O-])c2C)no1,-1,-4,-5,10,-4,0,8,1,8,-2

# Next structures follow.
SMILES,TDP2 absorb,ADAM10 inh,Tn6 DDE FP,SIAE primary,ADAM17 inh,PLCg1 inh,ASAP1 inh,PLC-beta3 inh,ARFGAP1 inh,Tn7 DDE FP
CCOC(=O)C1CCN(S(=O)(=O)c2cccc(-c3cn4cc(Cl)ccc4n3)c2)CC1,5,-19,-11,-2,-5,-1,6,-6,-5,-1
Cc1nnc(NS(=O)(=O)c2ccc(N=Nc3ccc(N)nc3N)cc2)s1,1,-50,-8,-2,-16,-10,2,-19,6,2
CC(C)Cc1nnc(NC(=O)CCC(=O)NCc2ccccc2Cl)s1,16,2,-8,18*,0,-2,-19,-3,-10,7
CC(C)OC(=O)Nc1ccc2c(c1)N(C(=O)CCN1CCOCC1)c1ccccc1CC2,1,-27,3,3,-11,-25,-9,-45,1,6
O=C1CCCc2c1nc(-c1ccco1)n2O,7,-156,7,1,-55,-444,-12,i,-2,7
C/C(=N\NC(=O)c1nnn(-c2nonc2N)c1-c1ccc(Cl)c(Cl)c1)c1ccncc1,0,2,0,0,-3,-1,12,-9,4,0
COc1ccc(-c2cnc3c(NC=O)cc(-c4cc(OC)c(OC)c(OC)c4)cn23)cc1OC,-1,-28,6,8,-8,-61,1,-90,2,-7
Nc1nc(N)nc(Cc2ccccc2O)n1,11,2,2,-1,-3,-2,6,-1,1,0
CCOC(=O)CCCCC(=O)c1[nH]c(=O)[nH]c1Cn1ccnc1,0,-10,0,4,-4,-11,-4,-4,-2,1
O=C1OCCN1CCNCc1cn(-c2ccc(F)cc2)nc1-c1ccccc1Cl,-10,-4,12,0,-3,3,3,-7,-1,3
C=CCNC(=S)NNC(=O)CC12CC3CC(CC(C3)C1)C2,0,5,1,4,-9,-3,-5,-1,-8,1
CC1(C)OC(=O)C(=CNCC(=O)NCC(=O)O)C(=O)O1,8,-4,-10,5,-5,0,1,-1,4,-9
CC(=O)Nc1ccc(NC(=O)C(NC(=O)c2ccc(Cl)cc2)C(C)C)cc1 (stereo not drawn),6,-4,5,-3,-2,4,11,3,-3,-5
O=C(CO/N=C/c1ccc(OC(F)F)cc1)NC1CCCCCC1,-10,-5,6,1,-5,-4,0,-10,-3,0
COc1ccc(C(=O)Cc2cnn(-c3ccccc3)c2)c(O)c1,-11,12,4,-4,2,-2,3,-2,-1,4
NC(=O)CSc1nnc(-c2cc3ccccc3o2)n1Cc1ccccc1,11,6,-2,1,-2,-12,-4,-11,4,5
O=C(NC(=S)Nc1cccnc1)c1cc2ccccc2o1,0,2,3,-1,1,6,11,5,3,-5
Cc1ccc(NS(=O)(=O)c2cc(C(=O)NCc3ccccn3)ccc2Cl)cc1,0,0,1,-2,-3,1,-10,2,11,-1
Cc1ccc(OCCNC(=O)c2cccc(S(=O)(=O)NCc3ccccc3)c2)cc1,-15,21*,-8,-12,3,5,-5,5,8,-2
O=C(O)Cc1cccc2c(=O)cc(-c3ccccc3)oc12,3,-13,-4,-1,-6,1,4,-1,-12,0
